# Source: PubChem
# Abeta rescue: restores growth of yeast expressing A-beta42 peptide. yeast expressing A-beta42, growth rescue, OD600, 48 h; response scale: 0% DMSO, 100% iron-clioquinol control. hit rate 0.063% among 410,000. Potency, µM (top dose mostly 46.1 µM), without a hit: at the top dose growth rescue, hits mostly activators; further: potency means the concentration at half of the fitted maximal effect; nearly all actives have a fitted effect of over 55% in size
#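 Growth rescue measured by 600 nm absorbance after 48 h yeast culture at 30 C with compound. Values normalized between DMSO and an equimolar ferric chloride plus clioquinol control.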
# PI5P4Ka inh: inhibitors of human PI5P4K alpha. max response, %. hit rate 1.2% among 330,000. AID 652105. PI5P4Kalpha enzyme, ADP-Glo luminescence, 60 min; stronger effect = lower value. P48426; active means max response of -50% or lower; inconclusive means between -30% and -50%; inactive means -30% or higher; further: value at the top dose of about 77 µM; on the % scale 0 is the no-effect control and ±100 the full control effect
# Target sequence (P48426 whole entry, looked up): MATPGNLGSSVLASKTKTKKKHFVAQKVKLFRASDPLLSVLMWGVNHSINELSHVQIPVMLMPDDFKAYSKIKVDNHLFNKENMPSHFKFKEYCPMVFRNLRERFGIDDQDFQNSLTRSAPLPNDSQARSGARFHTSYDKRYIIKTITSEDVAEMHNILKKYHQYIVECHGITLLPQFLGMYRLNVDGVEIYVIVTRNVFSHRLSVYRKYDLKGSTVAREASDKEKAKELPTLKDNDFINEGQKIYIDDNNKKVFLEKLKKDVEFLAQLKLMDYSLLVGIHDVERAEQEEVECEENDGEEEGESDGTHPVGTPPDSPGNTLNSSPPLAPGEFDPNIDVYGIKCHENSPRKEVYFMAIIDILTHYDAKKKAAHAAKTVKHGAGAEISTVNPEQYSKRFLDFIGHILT
#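 ADP-Glo luminescence end-point after a 60 min room-temperature kinase reaction. PI5P4Kalpha and substrate in HEPES pH 7.4 buffer with EGTA, 0.1% CHAPS and 5% DMSO; ATP at 5 microM final.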
# WRN inhibitor: WRN helicase (human) inhibition. WRN helicase unwinding, fluorescent forked duplex, kinetic. Potency, µM (series often up to 114 µM), for the others: at the highest dose activity change, negative = inhibition, usual class: inhibitors. hit rate 0.46% among 360,000. AID 651768; further: potency means the concentration at half of the fitted maximal effect; on the % scale 0 is the no-effect control and ±100 the full control effect; nearly all actives have a fitted effect of over 55% in size
#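 Fluorescence dequenching readout, ex 525 nm/em 598 nm, kinetic mode: forked duplex DNA (100 nM final) with adjacent fluorophore and quencher unwound by WRN (20 nM final) with 2 mM ATP. Compound preincubation 15 min, room temperature.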
# FUS suppressor: rescues growth of FUS-expressing yeast. S. cerevisiae FUS-expressing, growth rescue, OD600, 24 h. Potency, µM (highest dose often 76.6 µM), for the others: at the top dose growth rescue (activation), most hits filed as activators. hit rate 0.24% among 390,000;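 further: potency means the concentration at half of the fitted maximal effect; plate controls were DMSO vehicle for no effect and reference control for full effect; nearly all actives have a fitted effect of over 55% in size; some results filed as inactive show a strong effect at the top dose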
#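 Galactose (2%) drives FUS expression in yeast precultured in raffinose; seeding density OD 0.005. Test compounds incubated 24hr at 30C and 99% humidity before absorbance at 600 nm was measured.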
# PLK1 PBD inh: inhibitors of human PLK1 polo-box domain binding. hit rate 2.8% among 360,000. P53350. Potency, µM, without a hit: max response, negative = inhibition, actives largely listed as inhibitors. AID 720504. Plk1 PBD binding of FITC phosphopeptide, fluorescence polarization; further: potency means the concentration at half of the fitted maximal effect; series mostly up to about 57 µM; on the % scale 0 is the no-effect control and ±100 the full control effect; nearly all actives have a fitted effect of over 65% in size
# Target sequence (P53350 whole entry, looked up, the tested form may be a part): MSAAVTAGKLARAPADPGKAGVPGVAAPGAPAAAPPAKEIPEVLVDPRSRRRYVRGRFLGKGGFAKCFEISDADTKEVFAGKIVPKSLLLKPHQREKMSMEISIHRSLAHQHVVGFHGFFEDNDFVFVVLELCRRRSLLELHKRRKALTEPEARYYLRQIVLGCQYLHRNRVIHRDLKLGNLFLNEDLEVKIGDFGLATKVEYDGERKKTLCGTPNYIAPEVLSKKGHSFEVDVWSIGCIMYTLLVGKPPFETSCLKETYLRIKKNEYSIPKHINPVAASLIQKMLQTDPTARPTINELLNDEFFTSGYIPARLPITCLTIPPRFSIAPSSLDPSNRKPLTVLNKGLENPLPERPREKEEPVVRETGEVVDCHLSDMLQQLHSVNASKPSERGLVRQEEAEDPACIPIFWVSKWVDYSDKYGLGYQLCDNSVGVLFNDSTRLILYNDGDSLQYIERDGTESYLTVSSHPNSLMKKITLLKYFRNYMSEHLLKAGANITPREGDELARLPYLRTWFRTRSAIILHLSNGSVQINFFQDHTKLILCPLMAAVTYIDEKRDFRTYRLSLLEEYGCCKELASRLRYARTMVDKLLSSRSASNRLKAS
# EPAC1 antag: EPAC1 (human) antagonism; O95398; EPAC1 GEF assay, Rap1b-BODIPY-GDP exchange fluorescence; Potency, µM (highest dose often 115 µM), for inactives: top-dose activity change, negative = inhibition, actives largely listed as inhibitors; hit rate 0.14% among 360,000; AID 720709;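 further: potency means the concentration at half of the fitted maximal effect; plate controls were vehicle for no effect and positive control for full effect; nearly all actives have a fitted effect of over 50% in size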
# IL2 activator: activates IL-2 in a cell-based reporter assay; IL-2 activation reporter assay, cell-based qHTS; stimulated with anti-CD3/CD4/CD28 beads; in transgenic mouse T cells; activation, % (series mostly up to about 46 µM); hit rate 0.065% among 360,000; in the data active means activation above about 50%; inconclusive means mostly about 30% to 49%; further: 0% is about no effect
#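 Unstimulated transgenic mouse T cells; 60-min compound exposure; bead-based TCR/CD4/CD28 stimulation; 18 h culture, 37 degrees C; dual fluorescence (EGFP, DsRed) plate cytometry.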
# EPAC1 ag: activates human EPAC1 exchange factor; O95398; EPAC1 agonist qHTS, biochemical assay; response scale: 100% = response to 6.5 mM cAMP; Potency, µM (doses to about 154 µM), without a hit: at the highest dose activation, usual class: activators; hit rate 0.073% among 360,000; further: potency means the concentration at half of the fitted maximal effect; nearly all actives have a fitted effect of over 60% in size
#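 Multi-concentration qHTS readout: loss of Rap1B-bound BODIPY-GDP fluorescence driven by 100 nM EPAC1 with excess GDP (50 uM), monitored kinetically at room temperature; agonist response expressed relative to 6.5 mM cAMP.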
# * hit, by the source's call; ? = inconclusive; / = no result given; [ ] = another dose, or the depositor's remark. Unless noted, the call rests on the fitted dose curve; in most records, active means well fitted curve in the direction sought with a large enough effect; inconclusive means small, poorly fitted or top-dose-only effect, or another doubt; inactive means no such curve, though single readings can be large; an effect the other way counts as inactive or inconclusive.
Molecule,Abeta rescue,PI5P4Ka inh,WRN inhibitor,FUS suppressor,PLK1 PBD inh,EPAC1 antag,IL2 activator,EPAC1 ag
Cc1ccc(C(=O)OCc2cn(-c3ccccc3)nn2)cc1,-8%,-15,?,39%,?,-14%,0.8,17%
COc1ccc(NC(=O)CSc2nc3[nH]c(=O)[nH]c(=O)c3s2)cc1OC,1%,-4,7%,11%,-9%,14%,0.6,-1%
Cc1cccc(OCC(=O)N2CCC(c3ccccc3)C2)c1 (centres undefined),-18%,/,-8%,-3%,-10%,-12%,-2.1,14%
CCOC(=O)c1c(NC(=O)C2C3C=CC(C3)C2(C)C(=O)O)sc2c1CCCC2 (centres undefined),-81%[inhibitor],-15,-19%[57.1 µM],14%,-27%,0%,-0.9,5%
C=CCNc1nc(-c2ccc(Cl)cc2)cs1,0%,26,-12%,-26%,-5%,?,-0.4,12%
Cc1ccc(CN/C=C/C(=O)c2ccc(Br)cc2)cc1,-96%[inhibitor],13,-18%,?,-6%,-6%,-1.9,5%
CC(=O)N1CCN(C(=O)c2ccc(NS(=O)(=O)c3ccc(Cl)c(Cl)c3)cc2)CC1,-8%,-4,-11%,-13%,-23%,-5%,-2.8,6%
CN(C(=O)c1cc2ccccc2o1)c1c(N)n(Cc2ccccc2)c(=O)[nH]c1=O,-8%,-13,-5%,25%,-19%,-17%,1.8,-10%
CC1(C(=O)O)CCC(C(=O)NCCc2ccccc2)C1(C)C (centres undefined),0%,2,-8%,/,-2%,14%,-4.1,-6%
CCc1nc2ccc(C(=O)NCCc3ccccn3)cn2c1N(C)Cc1cccs1,-5%,-6,13%[57.1 µM],-21%,-2%,5%,-0.6,0%
Cc1cccc(NC(=O)c2nc[nH]c2C(=O)N2CCC(C)CC2)c1,6%,7,2%,8%,-8%,-23%,-0.6,9%
CC1Cc2ccccc2N1C(=O)COC(=O)C1=COCCO1 (centres undefined),-6%,6,-6%,24%,-3%,-15%,-1.2,-10%
C=CCNC(=O)Nc1ccc2oc(C)nc2c1,-10%,/,6%,-13%,-9%,2%,0.2,4%
COc1ccc2nc(NC(=O)c3cc(S(=O)(=O)N4CCOCC4)ccc3C)sc2c1,11%,-3,-10%,18%,-3%,-1%,0.2,1%
CCCCn1c(N)c(NCC)c(=O)[nH]c1=O,21%,-9,5%,8%,-24%,22%,-0.3,12%
COc1ccc(CNC(=O)CCCOc2cc(=O)n(C)c3ccccc23)cc1,13%,3,-13%,-1%,-3%,14%,-0.2,6%
CC(C)NC(=O)CC(c1ccccc1)c1cc(Br)ccc1O (centres undefined),8%,/,-14%,15%,-12%,-15%,-1.3,6%
Clc1cccc(CSc2nnc(-c3sccc3-n3cccc3)o2)c1,23%,2,-8%,-12%,-5%,-6%,-2.8,8%
Cc1ccc(C(=O)Nc2cccnc2)cc1S(=O)(=O)N1CCOCC1,8%,0,-4%,2%,-6%,4%,1.0,-7%
Cn1nc(C(=O)NC2CCCN(Cc3ccccc3F)C2)c2ccccc2c1=O (centres undefined),-11%,-4,-16%,14%,-4%,-8%,-0.7,18%
O[C@@H]1CN(CC2CCCCC2)[C@@H](c2ccccc2)C[C@H]1n1cc(C2CC2)nn1,5%,-2,3%,3%,-1%,-24%,-2.5,2%
CC(=O)Nc1nc2cc(C(N)=O)ccc2s1,4%,-14,0%,-20%,2%,8%,-0.4,2%
Cc1cc(N2C(=O)C(=O)/C(=C(/O)c3ccc(F)cc3)C2c2ccc(F)cc2)no1 (centres undefined),-2%,-2,-2%,11%,-14%,-8%,1.5,2%
CCOC(=O)CC1=C(C(=O)OCC)C(c2cccs2)C(C#N)=C(N)O1 (centres undefined),4%,-6,-6%,12%,-8%,2%,0.6,-8%
CCSC1=C(C#N)C(CC(C)C)C2=C(CCCC2=O)N1 (centres undefined),-5%,1,-3%,-10%,-1%,-22%,-0.5,3%
C=C(C)CSc1nnc2[nH]c(=O)cc(N)n12,-12%,-7,-13%,-12%,-13%,-2%,-0.5,6%
C=C(C)[C@H]1CC=C(C)C(=O)C1,5%,10,8%,-13%,2%,-15%,0.4,-17%
COc1ccccc1C(=O)Nc1c(C)cc(Br)cc1C,-17%,0,-5%,-20%,-5%,-10%,2.1,1%
O=C(O)C1CC(=O)N(Cc2cccs2)C1 (centres undefined),-24%,/,-6%,36%,-7%,0%,-2.0,7%
COc1ccc(CNC2CCCCC2)cc1,-10%,/,4%,22%,-4%,6%,-0.4,-1%

# Compound profiles, from the list above:
# COc1ccccc1C(=O)Nc1c(C)cc(Br)cc1C is entered as Abeta rescue: -17%; PI5P4Ka inh: 0; WRN inhibitor: -5%; FUS suppressor: -20%; PLK1 PBD inh: -5%; EPAC1 antag: -10%; IL2 activator: 2.1; EPAC1 ag: 1%
# C=C(C)CSc1nnc2[nH]c(=O)cc(N)n12 is entered as Abeta rescue: -12%; PI5P4Ka inh: -7; WRN inhibitor: -13%; FUS suppressor: -12%; PLK1 PBD inh: -13%; EPAC1 antag: -2%; IL2 activator: -0.5; EPAC1 ag: 6%

# New compounds follow:
Molecule,Abeta rescue,PI5P4Ka inh,WRN inhibitor,FUS suppressor,PLK1 PBD inh,EPAC1 antag,IL2 activator,EPAC1 ag
COc1cccc(C2C3=C(CCCC3=O)Nc3[nH]n(-c4ccccc4)c(=O)c32)c1 (centres undefined),27%,-4,7%,?,-8%,2%,1.9,7%
CC(=O)OCC1OC(n2ccc(=O)[nH]c2=O)C(O)C1O (centres undefined),6%,-7,8%,-16%,-7%,-10%,-0.2,8%
Cc1ccc(Nc2nnc(SCC(=O)NCc3ccco3)s2)cc1,-7%,-52*,-16%,35%,-9%,-11%,-0.2,2%
COc1ccc2c(c1)c(CC(=O)OCC(=O)N(C)C)c(C)n2C(=O)c1ccc(Cl)cc1,-6%,1,3%,20%,-3%,-5%,0.3,15%
Cc1ccc(CNC(=O)C2CC3Cn4c(nc5cc(C)c(C)cc54)C3N2C)o1 (centres undefined),3%,-4,2%,16%,0%,8%,1.9,-12%
COc1ccc(S(=O)(=O)N2CCc3ccccc32)cc1C(=O)OCC(=O)c1c(N)n(C)c(=O)n(C)c1=O,-10%,-9,-4%,1%,-1%,1%,1.1,2%
CCOc1ccc(NC(=O)CN(c2ccc(OCC)cc2)S(=O)(=O)c2c(C)[nH]c(=O)[nH]c2=O)cc1,6%,2,0%,11%,0%,-11%,0.2,-5%
Fc1ccc(Cn2cc(C(=S)N3CCOCC3)c3ccccc32)cc1,23%,1,-6%,33%,-4%,-6%,-2.8,18%
O=C(CSc1ncn[nH]1)NNC(=O)c1ccccc1,-1%,4,2%,-20%,6%,1%,-3.4,1%
Cc1ccc2c(c1)nnn2C1CCN(CC(=O)Nc2ccc3c(c2)OCCO3)CC1,1%,-3,-3%,17%,-15%,0%,-3.3,3%
COC(=O)c1ccc(OC(=O)c2ccc(OC)c(OC)c2)c(OC)c1,-1%,0,-2%,-2%,0%,-8%,0.2,-1%
Cc1cc(NC(=O)CCC(=O)N(Cc2cccnc2)C(C(=O)NC(C)(C)C)c2ccccc2Cl)no1 (centres undefined),1%,-7,-3%,16%,-19%,-24%,-2.5,2%
Cc1ccc(Cl)cc1NC(=O)c1ccc(Cn2cc(Cl)cn2)cc1,?,1,-22%,5%,-4%,2%,-0.5,9%
O=C(O)Cn1cc(/C=C2\SC(=O)N(c3ccccc3)C2=O)c2ccccc21,5%,14,-6%,10%,-1%,-6%,-0.3,3%
CCOc1ncccc1C(=O)Nc1cccc(Cl)c1Cl,1%,2,0%,-25%,-6%,15%,2.0,5%
CCC(CO)n1c(SCc2cc([N+](=O)[O-])cc3c2OCOC3)nc2ccccc2c1=O (centres undefined),18%,1,-5%[57.1 µM],42%,5%,?,-1.1,19%
COC(=O)CNC(=O)COC(=O)/C=C/c1ccc(F)cc1,-20%,2,-5%,20%,-17%,6%,-0.3,5%
COc1ccc(CCNC(=O)CSCc2ccc(C)cc2)cc1OC,0%,-2,-21%,/,-15%,2%,-1.4,-7%
CC(CC(=O)Nc1nnc(CC(C)(C)C)s1)c1ccccc1 (centres undefined),3%,-5,5%,-4%,?,-7%,-2.5,-2%
Cc1csc(NC(=O)c2cn3ccccc3n2)n1,-38%[inhibitor],-21,1%,15%,-6%,-10%,-2.4,5%
Cc1ccc(Oc2ccc(/C=N/O)cn2)cc1,0%,?,-8%,-1%,3.4µM*,11%,-0.9,-7%
O=C(NCc1ccncc1)C1CCCN(S(=O)(=O)c2cc(Cl)ccc2Cl)C1 (centres undefined),-1%,-10,9%,-7%,1%,2%,-0.8,5%
COc1nc(OC/C(N)=N/O)nc(N2CCOCC2)n1,17%,-3,4%,-17%,-14%,7%,-2.3,9%
CC(C)(C)OC(=O)[C@H](Cc1ccccc1)NC(=O)c1nc[nH]c1C(=O)NCC(=O)OCc1ccccc1,6%,8,-13%,?,7%,-27%,2.5,-23%
CC(NC(=O)C1CCC(C)(C(=O)O)C1(C)C)c1ccccc1 (centres undefined),-10%,3,-18%,36%,-22%,-17%,1.5,-14%
COc1ccc(Oc2cc(C)nc(Cl)n2)nn1,1%,0,-9%,-40%,-7%,-16%,1.2,1%
C=CCNC(=O)Nc1ccc(OCC)cc1,5%,/,-2%,-4%,-6%,3%,2.4,5%
CSCCC(NC(=O)COc1ccccc1)C(=O)NCCOc1ccc(C)cc1 (centres undefined),5%,3,-24%,/,-7%,-14%,-0.1,-3%
CCOC(=O)c1sc(NC(=O)CSc2n[nH]c(C)n2)nc1C,12%,6,1%,14%,2%,17%,-0.5,-1%
Nc1sc(Cc2ccccc2)cc1C(=O)NC1CCCCC1,9%,-27,-14%,20%,27µM*,-16%,0.1,0%
C=C(C)c1cccc(C(C)(C)NC(=O)NCCCn2ccnc2)c1,14%,/,-6%,8%,-5%,4%,-0.8,8%
CC1CCCC(C)N1Cc1cn2ccccc2n1 (centres undefined),4%,3,1%,/,-5%,-11%,0.8,0%
CC(C)(C)n1ncc2c(=O)n(CC(=O)Nc3ccc(Cl)cc3)cnc21,20%,-1,2%,-3%,0%,-15%,0.6,-2%
O=C(CN(Cc1ccc(F)cc1)C(=O)c1csnn1)NCc1ccc2c(c1)OCO2,-8%,5,-3%,-16%,-11%,-16%,0.0,-1%
COC(=O)CCc1c(C)c(C(=O)c2ccco2)c2ccccn12,7%,-3,-8%,18%,-20%,2%,-1.8,4%
